# Source: PubChem (Broad Institute)
# RAD52 inh = RAD52 (human) annealing inhibition | P43351 | AID 651710 | hit rate 0.46% among 360,000 | inhibition, % at 18.7 µM | recombinant RAD52 DNA annealing, FRET fluorescence;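 active = every replicate showing at least 50% inhibition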
# Target sequence (P43351 whole entry, looked up): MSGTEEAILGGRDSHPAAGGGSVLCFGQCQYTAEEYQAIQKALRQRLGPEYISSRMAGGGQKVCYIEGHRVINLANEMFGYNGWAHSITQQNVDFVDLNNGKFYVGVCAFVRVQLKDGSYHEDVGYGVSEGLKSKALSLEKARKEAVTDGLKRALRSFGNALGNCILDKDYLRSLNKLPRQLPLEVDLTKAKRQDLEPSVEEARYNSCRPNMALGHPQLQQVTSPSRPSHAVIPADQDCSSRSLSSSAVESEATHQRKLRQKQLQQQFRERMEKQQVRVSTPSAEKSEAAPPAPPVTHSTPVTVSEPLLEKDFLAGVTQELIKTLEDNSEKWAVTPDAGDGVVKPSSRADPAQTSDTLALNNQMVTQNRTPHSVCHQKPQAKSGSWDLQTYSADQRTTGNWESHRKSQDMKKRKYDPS
# INS-1E GSIS act = primary screen for activators of insulin secretion dependent on glucose, INS-1E cells, GLuc reporter luminescence | hit rate 0.61% among 370,000 | AID 743287 | INS-1E GLuc reporter insulin secretion, 2-3 h | activation, % at 16.6 µM;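 active = lowest replicate activation of at least 40%, so every replicate reaches that level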;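 note: 0% = median of neutral control wells and 100% = median of IBMX positive control wells; some compounds called inactive have numbers as strong as hits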
# F508del corr = correctors of CFTR F508del function in bronchial epithelial cells; hit rate 0.36% among 350,000; activity (quench increase), % at 7.58 µM; AID 720511; CFBE cells, YFP halide quenching; stimulated with forskolin plus potentiator P3; % fluorescence drop versus neutral controls;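 active = mean added fluorescence quench of at least 8% versus neutral control, with both replicates also reaching 8%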;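 note: cells transiently co-express mutant CFTR-F508del with the halide-sensitive YFP; corrector assay measuring rescue of mutant channel to the surface after 24 h compound exposure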
# ERAP1 HTS inh = blocks human ERAP1 aminopeptidase activity. AID 652197. Q9NZ08. recombinant ERAP1, Leu-AMC fluorescence, 60 min. hit rate 0.15% among 340,000. inhibition, % at 10.7 µM;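 active = mean replicate inhibition of at least 30%, or all replicates individually reaching that 30% level; inactive = mean below 30% and not every replicate reaching it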;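 note: 0% = neutral control wells and 100% = L-leucinethiol positive control wells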
# RAD54 branch = RAD54 (human) branch migration inhibition | Q92698 | RAD54 Holliday junction branch migration, FAM/BHQ fluorescence | inhibition, % at 10.4 µM | hit rate 0.14% among 360,000 | AID 602329;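 active = mean normalized replicate activity at least 40 and at least half of replicates scoring 40 or more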;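 note: 0% = median of neutral control wells and 100% = median of positive control wells; inhibitors cause a drop in the FAM fluorescence signal; in these data hits start at about 50%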
# Xi reactivation = X-chromosome reactivation activator; hit rate 0.055% among 360,000; AID 743238; XiGFP mouse fibroblasts, % GFP-positive cells imaging, 3 d; cells co-treated with 5-aza-dC sensitizer; scaled so ellipticine positive control = 100%; activation, % at 7.58 µM;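 active = mean normalized replicate activation at least 10% and every replicate at or above 10%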;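 note: 0% = median of on-plate neutral control wells and 100% = ellipticine 6 µM median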
#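 material = 68-5-11 XiGFP fibroblast line | medium = DMEM plus 5-aza-dC sensitizer | schedule = 3 days compound exposure | benchmarks = positive control ellipticine, 6 µM final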
# esBAF inh = inhibitors of esBAF chromatin remodeling in mouse ES cells; Bmi1-luciferase knock-in reporter, 24 h; 100% = twice the neutral-well signal; reporter increase, % at 12.5 µM; hit rate 2% among 350,000; AID 602393; in the data active = activation above about 40%;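 note: 0% = median of the plate's neutral control wells and 100% = double that signal; a rise in the Bmi1 reporter signal indicates esBAF inhibition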
# ARNT TACC3 PPI = disruptors of human ARNT/TACC3 interaction | AlphaScreen His-ARNT PAS-B/GST-TACC3 binding, luminescence; TACC3 fragment carries E629A point mutation | inhibition, % at 9.99 µM | AID 623870 | hit rate 0.66% among 390,000;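 active = mean inhibition of replicates at least 50% and at least half of replicates each reaching 50%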;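 note: 0% = complete ARNT plus TACC3 wells and 100% = ARNT alone without TACC3; many hits fall short of the cut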
# Numbers without * were called inactive; . = no result given.
cpd	Molecule	RAD52 inh	INS-1E GSIS act	F508del corr	ERAP1 HTS inh	RAD54 branch	Xi reactivation	esBAF inh	ARNT TACC3 PPI
1	COC(=O)c1cc(-c2cc(OC)ccc2OC)nc2c1c(=O)n(C)c(=O)n2Cc1ccccc1	-12	8	2.3	3	.	0.1	-5	0
2	O=C(NCc1ccccc1)c1cc(C2CCCCN2S(=O)(=O)c2ccccc2)on1 (configuration not stated)	-5	0	0.2	1	-5	0.0	1	.
3	CN1C(=O)c2cc(NS(=O)(=O)c3cccc(F)c3)ccc2OC[C@@H]2O[C@@H](CC(=O)N3CCc4ccccc4C3)CC[C@H]21	.	-9	0.9	.	-1	0.2	2	1
4	CC(C)NC(=O)N(C)C[C@H]1OCCCC[C@@H](C)Oc2ccc(NC(=O)Nc3ccc(F)cc3)cc2C(=O)N([C@@H](C)CO)C[C@H]1C	-17	-4	0.0	-1	-2	0.0	-3	-3
5	CN1CCc2c(sc(NC(=O)CS(=O)(=O)c3ccccc3)c2C(N)=O)C1	-14	13	-3.6	-2	.	0.0	.	-2
6	COc1ccc(-n2nc(C(=O)NCC(=O)Nc3ccc(F)cc3)c3ccccc3c2=O)cc1	-16	-31	2.0	2	2	0.1	-6	4
7	Cc1cccc(OCCN2CCOCC2)c1C	-13	-3	0.6	-1	-13	0.2	-5	-3
8	CCC(C)(C)NC(=O)c1cc(S(=O)(=O)N2CCCCC2)ccc1N1CCOCC1	-8	4	0.5	-2	5	0.0	-5	-7
9	Cc1cc(C)cc(NC(=O)CSc2nc3ccncc3[nH]2)c1	-14	-2	1.6	-1	-3	0.0	-5	-7
10	COc1ccc(S(=O)(=O)N2CCC(C(=O)NCC3CC3)CC2)cc1	-14	4	2.3	0	.	0.0	-4	-5
11	CCn1c(CNC(=O)c2cccc(C)c2)nnc1SCC(=O)Nc1nnc(C)s1	6	1	-0.2	-1	-8	0.1	-9	2
12	CN(C/C=C/c1ccccc1[N+](=O)[O-])Cc1ccccc1	-13	-7	-1.4	1	5	0.0	4	6
13	COC(OC)c1ccnc(-c2ccc(OC(=O)c3ccc(F)cc3)cc2)n1	-13	-7	0.8	-3	.	0.2	.	-6
14	Cc1ccc(C)c(OCCCCn2cnc3ccccc3c2=O)c1	7	0	-1.3	2	1	.	.	-8
15	Cc1ccn2c(=O)c(NC(=O)c3cccs3)c(C)nc2c1	-6	9	0.4	1	0	0.0	1	.
16	CCC(C)n1c(SCC(=O)NC(=O)c2cccn2C)nc2ccccc2c1=O (configuration not stated)	-33	-41	-0.6	-3	.	0.1	.	9
17	CS(=O)(=O)c1cccc(C(=O)Nc2cccc(-c3nc4ccccc4[nH]3)c2)c1	2	29	-2.5	4	1	0.1	13	33
18	Nc1nc2ncc(C(=O)c3cc(Cl)cc(Cl)c3O)cc2s1	-29	6	1.3	.	-17	1.0	-2	25
19	COC(=O)c1sc(N2CCN(c3ccc(Cl)cc3)CC2)nc1N	-16	-6	5.0	0	.	0.0	.	1
20	CCC(=O)N1CCN=C1SCc1c(F)cccc1Cl	-15	14	-0.4	-2	14	0.2	0	-2
21	Cc1ccc(S(=O)(=O)NCCC(=O)OCC(=O)N(Cc2ccccc2)C(C)(C)C)cc1C	-14	-22	1.9	0	-19	0.2	-9	3
22	COc1ccc(CC(=O)Oc2ccc(C(C)(C)C)cc2)cc1S(=O)(=O)N1CCOCC1	-17	-12	2.8	-2	-18	-0.2	8	-3
23	CCCNC(=O)N1C[C@H]2[C@@H](c3ccccc31)[C@H](CO)N2C(=O)C1CCOCC1	.	1	-1.0	.	11	0.0	-3	0
24	Cc1cc(Cl)c2oc(C(=O)N(C)CCCCN3CCOCC3)c(C)c2c1	2	19	0.1	3	-3	0.1	-11	-4
25	Cc1cccc(C)c1NC(=O)c1sc(N)nc1-c1ccccc1	-6	9	1.3	6	-1	-0.1	-10	-30
26	Fc1cccc(CN2CCN(Cc3nc(CCc4ccccc4)no3)CC2)c1	11	-21	0.3	-6	.	-0.1	-8	-17
27	COc1ccc(S(=O)(=O)N2CCC(C(=O)NCCC(=O)NCCc3cccc(F)c3)CC2)cc1	13	3	6.2	7	7	0.0	-1	.
28	C/C=C/c1cnc2c(c1)C(=O)N([C@H](C)CO)C[C@@H](C)[C@H](CN(C)C(=O)C1CCCCC1)O2	11	-1	1.4	0	-4	-1.0	4	-9
29	C[C@@H](c1ccccc1)N1C[C@@H](COCc2ccccc2)Oc2cc(N3CC[C@H](N(C)C)C3)ccc2S1(=O)=O	-26	-3	-2.4	8	.	0.0	.	.
30	OC[C@H]1O[C@H](OCCc2ccc(O)cc2)[C@H](O)[C@@H](O)[C@@H]1O	0	10	1.5	.	-6	0.0	-2	-3
31	N#CC1=C(N)N(c2ncn[nH]2)C2=C(C(=O)CCC2)C1c1ccc(F)cc1 (configuration not stated)	6	.	0.5	0	.	0.0	.	23
32	CCOc1cccc(C2C(C(=O)c3ccc(C)o3)=C(O)C(=O)N2Cc2ccccc2)c1 (configuration not stated)	-14	5	3.0	2	-8	0.0	-2	7
33	CC1(C)CC(CNCCC(c2ccc(F)cc2)c2ccco2)CCO1 (configuration not stated)	-25	-34	1.2	-1	-2	0.0	-10	-4
34	COc1ccc(S(=O)(=O)N(C)C[C@@H]2OCCCC[C@H](C)Oc3ccc(NC(=O)Nc4ccc(F)cc4)cc3C(=O)N([C@@H](C)CO)C[C@@H]2C)cc1	-16	-3	-1.2	1	-16	0.0	9	-6
35	C[C@H]1CN([C@@H](C)CO)C(=O)Cc2cc(NC(=O)Nc3ccc4c(c3)OCO4)ccc2O[C@H]1CN(C)C(=O)Nc1ccccc1	.	-6	0.2	.	2	0.2	2	6
36	Cc1ccc(S(=O)CCNC(=O)Cc2ccccc2)cc1 (configuration not stated)	-1	4	0.6	-1	-6	0.0	1	2
37	CCCCN(C)CCCNC(=O)c1cc(-c2cccnc2)nc2ccccc12	10	10	-1.1	-3	-9	0.0	-2	1
38	C[C@H]1CN([C@@H](C)CO)S(=O)(=O)c2ccc(-c3ccncc3)cc2O[C@@H]1CN(C)C(=O)CC1CC1	12	12	1.8	1	8	-1.5	-3	-8
39	O=C(NCCC1CCCCN1S(=O)(=O)c1ccccc1)C(=O)NCc1ccncc1 (configuration not stated)	-1	12	-1.2	-1	-6	0.0	10	-4
40	COc1ccccc1N(CC(=O)Nc1ccc2c(c1)OCCO2)S(=O)(=O)c1ccc(C)cc1	5	-5	0.8	-4	-5	-0.1	-4	0

# Complete entries, quoted from the list. Values in the order: RAD52 inh | INS-1E GSIS act | F508del corr | ERAP1 HTS inh | RAD54 branch | Xi reactivation | esBAF inh | ARNT TACC3 PPI
# COc1ccc(CC(=O)Oc2ccc(C(C)(C)C)cc2)cc1S(=O)(=O)N1CCOCC1 is listed as -17 | -12 | 2.8 | -2 | -18 | -0.2 | 8 | -3
# CC1(C)CC(CNCCC(c2ccc(F)cc2)c2ccco2)CCO1 (configuration not stated) is listed as -25 | -34 | 1.2 | -1 | -2 | 0.0 | -10 | -4

# Additional structures follow:
cpd	Molecule	RAD52 inh	INS-1E GSIS act	F508del corr	ERAP1 HTS inh	RAD54 branch	Xi reactivation	esBAF inh	ARNT TACC3 PPI
41	Cc1ccc(Nc2nc(CSc3nnc(-c4ccncc4)n3-c3ccccc3C)cs2)cc1	-39	.	.	0	.	-0.1	.	8
42	COc1ccc(O)c(C(=O)c2cnc3c(c2)c(C)nn3C)c1	0	23	1.5	0	.	0.1	11	4
43	CC(C)[C@H](C)NC(=O)N(C)C[C@H]1OCc2ccccc2-c2c(n(C)c3ccccc23)C(=O)N([C@@H](C)CO)C[C@@H]1C	13	-12	-1.1	1	-2	0.1	10	-4
44	Cc1cccc(C)c1OCc1cc(C(=O)N2CCCCCCC2)no1	2	-15	2.0	-2	-6	0.0	8	-7
45	C[C@@H]1CN([C@@H](C)CO)C(=O)c2cc(C#Cc3ccccc3F)cnc2O[C@H]1CN(C)C(=O)Cc1ccccc1	14	-1	1.0	3	2	0.0	5	13
46	COc1ccc2cc(C3=CC(=O)C[C@H](c4ccc5c(c4)OCO5)C3)ccc2c1	-19	15	0.2	-2	-2	0.1	3	4
47	O=C(c1c(F)cccc1F)N(Cc1cccs1)C1CCCC1	-6	-3	-1.9	-3	6	-0.1	10	-2
48	Cc1cc(NC(=O)COC(=O)Cn2c(C)csc2=O)ccc1Br	-10	11	-0.3	0	22	0.2	-10	1
49	O=C(c1cc(-c2ccncc2)nc2c(Cl)cccc12)N1CCN(c2ccccc2F)CC1	-13	-4	14*	2	-11	0.4	-38	13
50	Cc1c(C(=O)Nc2ccccc2F)sc2ncn(CC(=O)N3CCOCC3)c(=O)c12	-13	-4	-0.7	5	-3	0.1	42*	1
51	CCCCn1nc(CC(=O)NCCN(CC)CC)c2ccccc2c1=O	-1	3	1.0	3	.	0.3	-7	-17
52	COc1cccc(CNC(=O)C[C@@H]2CC[C@H]3[C@H](COc4ccc(NC(C)=O)cc4C(=O)N3C)O2)c1	.	14	0.0	.	5	0.3	-4	-5
53	O=C(Nc1nnc(C2CC2)s1)C1=NN(C2CCS(=O)(=O)C2)C(=O)CC1 (configuration not stated)	-6	15	-1.2	.	.	0.3	5	-3
54	COc1cc(/C=C2/C(=O)ON=C2c2ccccc2)ccc1O	.	-9	-0.7	.	6	0.0	.	.
55	COc1ccc(CCNC(=O)c2cccc(NS(=O)(=O)c3ccccc3F)c2)cc1OC	-9	-2	0.4	-5	-14	0.1	.	-3
56	O=C(COC(=O)c1ccc(O)cc1O)NC(=O)Cc1ccccc1	-7	26	-4.2	-1	1	0.0	-1	1
57	C[C@H](CO)N1C[C@H](C)[C@@H](CN(C)S(=O)(=O)c2cccc(F)c2)Oc2ncc(C#CC3CCCC3)cc2C1=O	12	-36	-0.1	-1	0	0.4	3	2
58	C[n+]1cccc(C(=O)[O-])c1	12	.	3.8	1	0	0.1	7	-3
59	CO[C@@H]1CN(C)C(=O)c2ccc(NC(=O)NC(C)C)cc2OC[C@H](C)N(CCC(F)(F)F)C[C@H]1C	7	-16	2.8	-1	11	0.2	-2	0
60	CCOC(=O)C(c1ccccc1)C(Nc1cc(C(F)(F)F)cc(C(F)(F)F)c1)c1ccccn1 (configuration not stated)	-2	-7	0.5	2	.	0.5	-5	-3
61	Cn1c(=O)c(=O)n(C)c2cc(S(=O)(=O)N3CCCC3C(=O)NCc3cccs3)ccc21 (configuration not stated)	-6	29	3.3	-1	-4	0.5	1	-13
62	CC(C)NC(=O)N(C)C[C@H]1Oc2ccc(NS(=O)(=O)c3cn(C)cn3)cc2C(=O)N([C@H](C)CO)C[C@H]1C	-3	37	1.3	2	-2	-1.1	-3	1
63	Cc1ccccc1C1NC(c2ccccc2C)C(C)C(=O)C1C (configuration not stated)	-12	15	-3.5	-3	0	0.0	-2	4
64	Cc1cc(C)cc(N(C(=O)c2csnn2)C(C(=O)NC(C)(C)C)c2cccnc2)c1 (configuration not stated)	-9	3	-1.8	5	.	-0.6	.	2
65	CC(=O)Nc1ccc(S(=O)(=O)N2CCN(Cc3csc(C)n3)CC2)cc1	5	6	-0.7	0	-6	0.0	7	-3
66	Cc1ccc(-c2ccc(CN3C(C(C)C)C(=O)N(Cc4cn(CC5CCCCC5)nn4)CCS3(=O)=O)cc2)cc1 (configuration not stated)	-7	-6	3.1	-2	-11	0.0	6	.
67	CCCCCCCNC(=O)C1(CC2CC(c3ccc(Cl)cc3)=NO2)CCN(C(=O)C2CCCC2)CC1 (configuration not stated)	-21	-7	-0.2	3	3	0.0	-6	3
68	C[C@@H]1CCCCO[C@H](CN(C)Cc2ccc(Cl)c(Cl)c2)[C@@H](C)CN([C@@H](C)CO)C(=O)c2cc(NS(C)(=O)=O)ccc2O1	1	-17	2.0	1	5	-1.2	1	2

# An unsorted share of the library (roughly 3.3% active in at least one column).
